Screening data as filed in PubChem BioAssay.
PriA SSB inh: inhibitors of Klebsiella pneumoniae PriA binding to SSB C-terminal tail, primary screen, biochemical, AlphaScreen. AlphaScreen SSBct-PriA binding, biotinylated peptide. inhibition, % at 33 µM. hit rate 0.6% among 430,000. PriA–SSB C-terminal tail interaction (Klebsiella pneumoniae); in the data active = inhibition mostly above about 37%, no sharp cut-off; inactive = mostly below about 20%;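 note: plate controls were negative control peptide for no effect and reference peptide for full effect; strong numbers were not always called active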
TcdB GH inh: TcdB glycohydrolase inhibitors, primary screen, biochemical, single point, plate reader; Toxin B (Clostridioides difficile), P18177; TcdB glycohydrolase enzymatic assay; inhibition, % at 9.99 µM; hit rate 0.24% among 350,000; in the data active = inhibition above about 10%
Anthrax LF inh2: Bacillus anthracis LF protease inhibitors, primary screen, biochemical, multiplex microsphere, MLPCN library | multiplex microsphere protease cleavage assay | inhibition, % at 10 µM | hit rate 0.12% among 360,000 | AID 588501, 2011; note: plate controls were buffer without enzyme for full effect and enzyme alone for no effect
Target sequence (P15917 whole entry, looked up): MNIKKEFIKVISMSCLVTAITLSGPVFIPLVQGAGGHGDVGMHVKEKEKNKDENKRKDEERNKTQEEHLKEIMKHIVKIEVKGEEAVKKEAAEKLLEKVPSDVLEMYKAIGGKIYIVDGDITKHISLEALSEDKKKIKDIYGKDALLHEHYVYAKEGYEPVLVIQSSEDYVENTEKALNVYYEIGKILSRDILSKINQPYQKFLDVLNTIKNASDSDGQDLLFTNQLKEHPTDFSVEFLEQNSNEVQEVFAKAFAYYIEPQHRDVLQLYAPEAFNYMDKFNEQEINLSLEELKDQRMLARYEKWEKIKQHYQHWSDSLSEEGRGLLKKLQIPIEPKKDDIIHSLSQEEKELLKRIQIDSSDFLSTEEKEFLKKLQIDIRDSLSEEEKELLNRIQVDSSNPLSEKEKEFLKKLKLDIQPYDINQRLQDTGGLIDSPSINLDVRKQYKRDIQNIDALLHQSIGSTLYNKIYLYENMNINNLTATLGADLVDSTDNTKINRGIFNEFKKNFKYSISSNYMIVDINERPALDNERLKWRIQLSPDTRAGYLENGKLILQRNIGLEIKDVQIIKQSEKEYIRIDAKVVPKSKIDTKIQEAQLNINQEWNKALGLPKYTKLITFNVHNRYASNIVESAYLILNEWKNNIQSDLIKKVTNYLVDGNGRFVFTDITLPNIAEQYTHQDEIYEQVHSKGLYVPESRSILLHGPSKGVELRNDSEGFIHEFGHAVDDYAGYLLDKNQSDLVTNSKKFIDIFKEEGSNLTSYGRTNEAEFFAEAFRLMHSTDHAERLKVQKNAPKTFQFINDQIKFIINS
SARS 3CLpro inh: SARS-CoV 3CLpro protease inhibitors, primary screen, biochemical, quenched FRET; recombinant SARS-CoV 3CLpro, quenched FRET peptide cleavage; Replicase polyprotein 1ab (Severe acute respiratory syndrome coronavirus), P0C6X7; hit rate 0.14% among 290,000; inhibition, % at 6 µM; AID 1706, 2009; in the data active = inhibition above about 12%
Vc quorum ag: inducers of Vibrio cholerae quorum light production without autoinducers, primary screen, BH1578 luxS cqsA deficient, single point; V. cholerae BH1578 lux reporter, luminescence, 6 h; hit rate 0.16% among 350,000; AID 588436, 2011; activation, % at 18.7 µM; in the data active = activation mostly above about 9.7%, no sharp cut-off; inconclusive = no clear call, values can overlap the other calls; inactive = mostly below about 3.7%; note: not every result past the cut was called active; inactives centre near 0; reference of the scale not given here
BoNT A protease: BoNT/A light chain protease inhibitors, primary screen, biochemical, flow cytometry, MLPCN library. Botulinum neurotoxin type A light chain protease (Clostridium botulinum A str. ATCC 3502). multiplex microsphere protease substrate cleavage. inhibition, % at 10 µM. hit rate 0.17% among 360,000; note: plate controls were buffer without enzyme for full effect and enzyme alone for no effect
PrPC TRFRET: inhibitors of human cell surface prion protein PrPC, primary screen, cell-based, TR-FRET. TR-FRET read-out. inhibition, % at 13.8 µM. hit rate 0.43% among 370,000. Major prion protein (Homo sapiens), P04156; in the data active = inhibition above about 24%; note: 0% = median of the test wells and 100% = reference compound wells
PfHsp40 rescue: rescue of yeast from PfHsp40 toxicity, primary screen, S. cerevisiae, ATP luminescence. hit rate 0.68% among 340,000. S. cerevisiae expressing PfHsp40, growth rescue. growth rescue, % at 12.5 µM. AID 504582, 2011; in the data active = growth rescue above about 28%, passing the limit was not always enough; inconclusive = no clear call, values can overlap the other calls;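 note: yeast W303a lacking pdr1 and pdr3 grown in galactose medium; growth measured after three days at 30 °C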
Yp Topo-I inh: Yersinia pestis topoisomerase I inhibitors, primary screen, biochemical, cleavage product accumulation, plate reader, single point; Y. pestis Topo-I cleavage product accumulation; DNA topoisomerase I (Yersinia pestis CO92); hit rate 0.064% among 360,000; AID 504884, 2011; activity, % at 10 µM; in the data active = activity above about 50%, passing the limit was not always enough; inconclusive = no clear call, values can overlap the other calls; note: inactives centre near 2
An asterisk follows results filed as active; i = inactive; ? = inconclusive; / = not tested or not shown; & = joins results of further samples. Cut-off read from the data, not from the text of the source, unless noted: active = inhibition above about 30%; inconclusive = no clear call, values can overlap the other calls; inactive = below that. An excerpt, so the mix of outcomes need not match the whole.

Every second line gives: PriA SSB inh, TcdB GH inh, Anthrax LF inh2, SARS 3CLpro inh, Vc quorum ag, BoNT A protease, PrPC TRFRET, PfHsp40 rescue, Yp Topo-I inh
- C=CCn1c(C(C)NC(=O)CCC)nc2ccccc21 (stereo not drawn)
→ -8, -0.9, 1, -4, i, -1.0, 4, -0.9, 6
- COc1ccc(OCC(=O)Nc2cc(NC(=O)c3ccco3)ccc2OC)cc1
→ 8, 0.4, -5, -6, i, 0.6, 0, -2.2, 25
- O=C(CSc1n[nH]c(-c2ccncc2)n1)Nc1ccccn1
→ -9, /, 0, -2, i, -0.4, 1, 1.4, 0
- O=C1CCC(C(=O)NCCN2C(=O)S/C(=C\c3cccnc3)C2=O)=NN1
→ -8, 0.3, -3, 0, 1.6, -0.8, -1, -0.4, -1
- O=C(O)CNC(=O)c1ccc(NC(=O)/C(=C/c2ccccc2)NC(=O)c2ccccc2Br)cc1
→ -17, 1.6, 0, 8, 0.9, -0.5, 6, 15, -5
- Cc1ccccc1-n1c(/C=C/c2ccccn2)nc2ccccc2c1=O
→ -3, 0.3, 9, -1, 0.7, -1.5, -4, 0.9, 5
- CCC(C)c1ccc(OCc2ccc(C(=O)OC)o2)cc1 (stereo not drawn)
→ -28, 1.6, -18, 1, -0.7, -1.3, 11, 1.7, 24
- CCOC(=O)C(CC)/C(C)=N/NC(=O)c1ccc([N+](=O)[O-])cc1 (stereo not drawn)
→ /, /, -3, 2, -0.4, -0.3, -20, 0.2, -3
- CC(C)c1ccc(S(=O)(=O)N2CCN(C(=O)C3=COCCO3)CC2)cc1
→ -10, 0.9, -2, /, 0.3, -6.4, 2, -1.8, 9
- CCN(CC)CCN1C(=O)C(O)=C(C(C)=O)C1c1ccccc1[N+](=O)[O-] (stereo not drawn)
→ -2, -0.4, /, 1, -1.6, /, -7, -1.4, -2
- COC(=O)c1cn(NC(=O)c2cccc(F)c2)c(=O)c2ccccc12
→ -21, /, 5, -1, i, -0.2, 3, -0.3, 9
- CCOc1ccccc1N(C(=O)Cn1nnnc1-c1ccc(C)o1)C(CC)C(=O)NC(C)(C)C (stereo not drawn)
→ -7, /, -2, -1, -0.2, -0.8, 4, 0.2, 3
- O=C(COc1ccccc1Cl)Nc1ccc2c(c1)OCCO2
→ -12, /, -1, 0, -1.3, -0.1, 8, 3.0, -11
- Cc1nc2nc[nH]n2c(=O)c1NC(=O)CCc1ccccc1
→ -23, /, -1, -2, i, 0.8, -7, 1.9, -3
- CN1C(=O)[C@H]2[C@@H](/C=C/c3ccccc3)N3C(=O)CN(CCO)C(=O)[C@@]3(Cc3ccccc3)[C@H]2C1=O
→ -12, 2.6, -6, -12, -0.6, -0.6, 2, -0.1, 2
- CCOC(=O)C1C(=O)C=C(c2ccc(NS(C)(=O)=O)cc2)CC1c1ccco1 (stereo not drawn)
→ -9&-7, /, -1, 4, 1.9, 0.3, -5, 0.4, 9
- CCCC(=O)NC1=C(C#N)C2(CCCCC2)Cc2ccccc21
→ -8, /, 1, 1, -0.1, 0.4, 0, -0.6, 0
- CNC(=S)NNC(=O)Cn1ccc(C)n1
→ -20, /, -1, 4, 0.1, -1.1, -5, 0.6, 0
- COc1cccc(C(c2nnnn2Cc2ccccc2)N2CCC3(CC2)C(=O)NCN3c2ccccc2)c1OC (stereo not drawn)
→ /, -1.0, -5, /, /, 0.0, 8, /, /
- COc1ccc(-c2ccncc2)cc1OC
→ -6, 1.4, -8, /, i, 0.1, -1, -0.2, -8

Next section, overlapping the part above by 7 compounds.
Every second line gives: PriA SSB inh, TcdB GH inh, Anthrax LF inh2, SARS 3CLpro inh, Vc quorum ag, BoNT A protease, PrPC TRFRET, PfHsp40 rescue, Yp Topo-I inh
- Cc1nc2nc[nH]n2c(=O)c1NC(=O)CCc1ccccc1
→ -23, /, -1, -2, i, 0.8, -7, 1.9, -3
- CN1C(=O)[C@H]2[C@@H](/C=C/c3ccccc3)N3C(=O)CN(CCO)C(=O)[C@@]3(Cc3ccccc3)[C@H]2C1=O
→ -12, 2.6, -6, -12, -0.6, -0.6, 2, -0.1, 2
- CCOC(=O)C1C(=O)C=C(c2ccc(NS(C)(=O)=O)cc2)CC1c1ccco1 (stereo not drawn)
→ -9&-7, /, -1, 4, 1.9, 0.3, -5, 0.4, 9
- CCCC(=O)NC1=C(C#N)C2(CCCCC2)Cc2ccccc21
→ -8, /, 1, 1, -0.1, 0.4, 0, -0.6, 0
- CNC(=S)NNC(=O)Cn1ccc(C)n1
→ -20, /, -1, 4, 0.1, -1.1, -5, 0.6, 0
- COc1cccc(C(c2nnnn2Cc2ccccc2)N2CCC3(CC2)C(=O)NCN3c2ccccc2)c1OC (stereo not drawn)
→ /, -1.0, -5, /, /, 0.0, 8, /, /
- COc1ccc(-c2ccncc2)cc1OC
→ -6, 1.4, -8, /, i, 0.1, -1, -0.2, -8
- N/C(=N\OC(=O)c1ccccc1Br)c1ccc([N+](=O)[O-])cc1
→ /, 0.3, 2, -6, i, -4.9, 4, 2.6, -3
- COc1ccc(OC)c(NC(=O)c2cc(OC(C)=O)cc(C(=O)Nc3cc(OC)ccc3OC)c2)c1
→ 8, 1.7, /, -2, 0.2, /, 4, -0.5, -3
- CCOc1ccc(C(=O)COC(=O)c2cc([N+](=O)[O-])ccc2N2CCOCC2)cc1
→ 0, 0.9, ?, /, i, -1.5, 0, 0.8, 33
- FC(F)(F)c1cnc(NNC(=S)Nc2ccc(Cl)cc2)c(Cl)c1
→ 8, /, -2, 3, -0.4, -1.2, 10, 0.6, -8
- Cc1cc(Sc2ncnc(N)c2[N+](=O)[O-])ncn1
→ 3&-12, /, -4, 1, i, 0.1, /, 3.9, 0
- Cc1ccc2oc(-c3ccc(NC(=O)c4cccnc4)cc3)nc2c1
→ 4, /, -1, -5, i, -0.4, 6, 1.3, 43
- Cc1cc(=O)n2[nH]c(-c3ccsc3-n3c(C)ccc3C)cc2n1
→ -10, 0.6, -13, 1, -6.9, 0.9, 8, 4.2, -3
- Cc1cccc2c1CC(C)(C)N=C2C1=C(O)CC(C)(C)CC1=O
→ -12, /, 0, 0, 1.4, 0.0, -4, -2.2, -7
- CCC(C)NC(=O)C1c2cc(OC)c(OC)cc2C(=O)N(C)C1c1cccs1 (stereo not drawn)
→ -16, /, 6, -2, -0.3, 1.1, 2, 1.0, 0
- O=C1Nc2ccccc2Oc2cc([N+](=O)[O-])cc(Oc3ccccc3)c21
→ -2, /, 4, 6, -0.3, 3.7, 6, -0.1, 1
- COCCN(C(=O)CN1CCN(S(=O)(=O)c2ccc(F)cc2)CC1)c1c(N)n(Cc2ccccc2)c(=O)[nH]c1=O
→ 10, /, -1, 0, 0.1, 0.6, 4, -0.6, -7
- COc1ccccc1Nc1ccc2c(O)cc(S(=O)(=O)O)cc2c1
→ 51*, 2.2, -1, /, i, -0.8, -6, 3.7, -21
- COCCn1c(=O)[nH]c2cc(C(=O)NCCc3ccc(OC)c(OC)c3)ccc2c1=O
→ -9, /, 1, 0, i, -0.1, 5, -0.4, 1
- Cc1cccc(NC(=O)c2ccc3c(c2)CCN3S(C)(=O)=O)c1C
→ 2, 1.5, 4, 3, -0.3, -3.1, 3, -0.2, -16
- COc1ccc(-n2cnnc2SCC(=O)NC2CC2)cc1
→ /, -1.5, -3, /, -0.2, 0.3, -8, /, 4
- Cc1ccccc1NS(=O)(=O)c1ccc(C(=O)OCC(=O)NCC(C)C)cc1
→ -13, 1.9, -7, 7, i, 0.3, -1, 1.5, 3
- COCCCN1C(=O)C(CC(=O)NCCN2CCOCC2)CC(C(=O)N(C(C)C)C(C)C)=C1C (stereo not drawn)
→ /, -0.4, -6, /, /, 0.6, 7, /, /
- CC(=O)c1ccc(N2CCN(C(=O)CCC(=O)Nc3ccc4nc(N5CCN(C)CC5)cc(C)c4c3)CC2)cc1
→ 16, 0.7, -1, -4, -0.2, 0.7, 8, 0.7, 10
- COc1ccc(Cc2nnc(Nc3c(C)cccc3C)o2)cc1OC
→ -6, -1.5, 3, 2, -0.7, -2.3, 7, 0.9, 0
- O=C(O)CCC(=O)N1CCc2cc(S(=O)(=O)N3CC=C(c4ccccc4)CC3)ccc21
→ -14, -0.4, -7, 1, -1.5, -0.6, -2, -0.6, 22
- COc1ccc(-c2nc3cc(NC(=O)c4ccc5c(c4)OCO5)ccc3o2)cc1
→ -13, /, -8, 2, -0.3, -2.0, -7, -1.1, 11
- N#Cc1ccccc1OCC(=O)OCC(=O)NC1CCCCC1
→ 2, 1.8, /, /, -1.8, /, 2, 0.7, 6
- COc1ccc(C(=O)Oc2ccc3ccc(=O)oc3c2)cc1
→ 2, -0.6, -2, -1, 0.6, 2.1, -3, -0.7, -4
- O=C(Cn1cnc2c(cnn2-c2ccc(F)cc2)c1=O)NCCc1ccccc1
→ -5, -0.6, -8, 1, -0.3, 0.1, 1, 0.8, 0
- CC(C)=NN/C(N)=N/C(=S)Nc1ccc(C)cc1
→ /, /, -1, 5, -0.4, -0.1, 8, -1.2, -6
- N#Cc1ccccc1Cn1c(=O)n(Cc2ccc(C(=O)NCc3ccco3)cc2)c(=O)c2ccccc21
→ -5, /, -2, -6, i, -0.4, -1, 0.8, -13
- COc1ccc(/C=N/NC(=O)c2cc3cc(OC)c(OC)cc3[nH]2)cc1
→ /, 1.1, -2, -4, i, -0.7, 1, 0.1, -10
- CC1=CC(C)C(C[N+]2(C)CCCCC2)C(C)C1 (stereo not drawn)
→ -10, 0.8, 0, 0, i, -0.4, -2, 0.8, 0
- CN(C)S(=O)(=O)c1cccc(C(=O)Nc2n[nH]c(C(F)(F)F)n2)c1
→ -11, -5.0, -3, -2, -0.2, -4.0, -3, 5.3, 0
- CCN(CC)S(=O)(=O)c1ccc(NC(=O)COC(=O)CN2C(=O)c3ccccc3C2=O)cc1
→ -5, /, 3, 4, 1.9, 2.2, -3, 0.3, 5
- CCC(C(=O)Nc1ccc(C(=O)N2CCCC2)cc1)c1ccccc1 (stereo not drawn)
→ -2, 0.3, -1, 0, i, -0.6, -5, 1.5, 2
- Cc1nccn1CCC(=O)NC1CC(C)(C)Cc2c1cnn2-c1ccccc1 (stereo not drawn)
→ /, 0.9, -8, /, -2.9, -0.5, 3, /, 1
- c1cncc(COC2CCCN(Cc3nc(-c4cccs4)no3)C2)c1 (stereo not drawn)
→ -9, -0.9, -1, -1, -0.5, -0.1, 5, 0.9, 1
- CCOc1cc2[nH]c(=S)n(CCCCC(=O)NCc3ccco3)c(=O)c2cc1OCC
→ -10, /, -1, -4, i, 0.9, 4, 1.0, 5
- COc1ccc(C2=Nn3c(nnc3C3CCCCC3)SC2)cc1OC
→ -2, /, -2, -5, -5.3, -3.0, 6, -0.6, -8
- CCc1ccccc1NC(=O)C1CC(c2ccc(OC)cc2)=NO1 (stereo not drawn)
→ -15, -0.1, 7, -8, -1.3, -0.1, 5, -1.0, -14
- O=C(Nc1ccc(-c2nc3ncccc3o2)cc1)c1ccc(Br)o1
→ -2, /, 0, 4, 0.8, 0.1, 1, -1.2, -5
- COc1ccc2cc(-c3[nH]ncc3CN3CCCCO3)ccc2c1
→ 5, 1.1, -2, 6, -0.2, -0.4, -13, -0.3, 10
- CCn1c(SCC(=O)NCc2ccco2)nnc1-c1ccc(N)cc1
→ 4, /, 0, -5, i, 0.5, 9, 0.6, -4
